EP2 modulator: EP2 receptor (human) modulation; EP2-expressing cells, cAMP HTRF FRET, PGE2 co-stimulation; induction, % at 25 µM; 260,000 compounds, 0.83% hits; P43116;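 active = compounds whose cAMP rise, as percent of the full-agonist control response, exceeds 60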;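 also: rat C6 glioma line stably carrying human EP2 under a CMV promoter; the protocol text gives 20 µM as final concentration; 100% = response of wells given 1 µM PGE2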
Target sequence (P43116 whole entry, looked up): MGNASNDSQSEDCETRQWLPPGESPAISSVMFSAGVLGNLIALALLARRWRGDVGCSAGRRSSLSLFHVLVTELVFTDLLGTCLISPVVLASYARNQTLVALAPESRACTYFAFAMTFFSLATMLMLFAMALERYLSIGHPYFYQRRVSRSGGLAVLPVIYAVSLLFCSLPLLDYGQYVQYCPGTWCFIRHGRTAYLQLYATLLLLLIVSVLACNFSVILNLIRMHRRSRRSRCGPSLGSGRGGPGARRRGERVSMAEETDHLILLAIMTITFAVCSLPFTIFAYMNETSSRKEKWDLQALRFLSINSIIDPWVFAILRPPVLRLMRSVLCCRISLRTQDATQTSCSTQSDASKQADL
PGE2 EP2 inh: EP2 receptor (human) inhibition. C6 glioma cells expressing human EP2, cAMP TR-FRET; cells stimulated with saturating PGE2. inhibition, % at 25 µM. 260,000 compounds, 0.52% hits. AID 1422;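 active = percent inhibition above 40 after rounding to a whole number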;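 also: rat C6 glioma host cells with rolipram phosphodiesterase inhibitor present; the protocol text gives 20 µM as final concentration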
eIF4E-4G inh: inhibitors of eIF4E and eIF4G interaction in translation initiation. 220,000 compounds, 0.37% hits. P63073+Q04637. inhibition, % at 21.7 µM. TR-FRET eIF4E-eIF4GI(517-606) binding, 2 h;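 active = inhibition above about 30%, limit read from the data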;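 also: 0% = full FRET control wells and 100% = background wells lacking eIF4GI fragment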
Hck Nef HTS: human Hck-Nef kinase inhibition | P08631 | Recombinant Hck-YEEI plus Nef, Z-Lyte FRET kinase assay | inhibition, % at 20 µM | 220,000 compounds, 0.68% hits;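 active = Hck-Nef kinase inhibition above about 50%, limit read from the data; inactive = inhibition below that limit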;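 also: 0% = DMSO with Hck plus Nef and 100% = Hck alone without Nef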
TbHK1 inh: blocks Trypanosoma brucei hexokinase 1 activity | recombinant TbHK1, G6PDH-coupled NADH A340 | AID 1430 | 220,000 compounds, 0.11% hits | inhibition, % at 10 µM;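 active = inhibition of 50% or more in the single-dose primary screen; inactive = inhibition below 50%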
L929 necroptosis: L929 zVAD cell death inhibition | viability rescue, % at 10 µM | AID 1377 | 220,000 compounds, 0.38% hits | L929 zVAD necroptosis rescue, ATP luminescence, 24 h; with zVAD 60 µM;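 active = activation, scaled between plate controls, above about 75%, limit read from the data; inactive = activation under that limit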;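 also: 0% = zVAD with DMSO and 100% = DMSO alone without zVAD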
Rad51 HR inh: blocks human Rad51 in homologous recombination; Q06609; hRad51 DNA strand exchange, fluorescence dequenching; inhibition, % at 10 µM; 200,000 compounds, 0.085% hits;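 active = inhibition above 40% at the single screening dose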;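 also: 0% = DMSO control wells and 100% = blanks with heterologous ssDNA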
Target sequence (Q06609 whole entry, looked up): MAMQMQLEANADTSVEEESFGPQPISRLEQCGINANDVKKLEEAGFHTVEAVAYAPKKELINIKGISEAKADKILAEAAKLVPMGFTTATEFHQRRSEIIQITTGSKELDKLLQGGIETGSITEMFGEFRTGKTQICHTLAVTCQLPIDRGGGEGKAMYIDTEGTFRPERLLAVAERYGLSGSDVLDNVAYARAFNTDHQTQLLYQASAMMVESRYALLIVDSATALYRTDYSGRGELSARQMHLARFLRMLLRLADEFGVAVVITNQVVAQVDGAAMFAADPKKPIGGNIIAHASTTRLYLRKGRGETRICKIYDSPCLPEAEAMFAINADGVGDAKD
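Assay system: Human Rad51 nucleoprotein filaments preassembled on unlabelled ssDNA | Reagent: Donor/quencher-labelled 47-bp dsDNA substrate | Doses: One concentration, 10 µM final | Times: 37 °C 15-min filament assembly, 30-min compound preincubation, 15-min exchange | Technique: Fluorescein emission 520 nm, excitation 485 nm | Benchmarks: Plate control and blank wells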
m-calpain inh: calpain II (pig) inhibition; AID 1236; 220,000 compounds, 0.37% hits; purified calpain II, fluorogenic peptide substrate, 30 min; inhibition, % at 16 µM;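 active = inhibition above about 50%, limit read from the data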
14-3-3 Bad inh: disrupts binding of bovine 14-3-3 zeta to phospho-Bad peptide; P63103; TR-FRET 14-3-3zeta/Dy647-pBad peptide displacement, 1 h; inhibition, % at 21.7 µM; 220,000 compounds, 0.71% hits; AID 781;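 active = inhibition above about 70%, limit read from the data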;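 also: 0% = full 14-3-3 plus peptide FRET controls and 100% = background without 14-3-3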
Target sequence (P63103 whole entry, looked up): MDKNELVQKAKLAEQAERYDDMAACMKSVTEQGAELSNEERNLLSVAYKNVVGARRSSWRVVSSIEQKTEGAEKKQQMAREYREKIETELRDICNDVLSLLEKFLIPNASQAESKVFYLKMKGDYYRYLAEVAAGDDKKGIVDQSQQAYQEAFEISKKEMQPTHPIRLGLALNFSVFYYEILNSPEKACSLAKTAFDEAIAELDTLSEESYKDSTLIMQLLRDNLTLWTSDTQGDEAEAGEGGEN
Starred values were filed as active, the others as inactive; i = inactive; . = not tested or not shown; & = joins results of further samples; [ ] = another dose, or the depositor's remark. A portion of the library; the hit share may differ from the screen's.

SMILES	EP2 modulator	PGE2 EP2 inh	eIF4E-4G inh	Hck Nef HTS	TbHK1 inh	L929 necroptosis	Rad51 HR inh	m-calpain inh	14-3-3 Bad inh
CCOC(=O)n1c(=O)n(Cc2ccc(Cl)cc2Cl)c2ccccc21	60	13	5	0	8	0.5	-2	31	0
Cc1c(N=C2NN=C(c3ccc(Cl)cc3)CS2)c(=O)n(-c2ccccc2)n1C	21	6	0	-7	-6	3.5	-11	-132	-14
Cc1cc(C)c2ccc(=O)n(CC(=O)N/N=C/c3ccccc3Cl)c2n1	-66	2	-8	22	-8	-0.1	3	-95	8
O=C(COc1ccccc1)Nc1ccc(Cl)cn1	-20	8	1	7	16	0.0	-1	10	10
CN(C)C(=O)C1Cc2ccccc2CN1S(=O)(=O)c1cccs1 (stereo not given)	2	6	-3	-16	13	-0.7	-10	14	-1
O=S(=O)(Cc1cc(Cl)nc(-c2ccccc2)n1)c1ccccc1	-12	7	-7	4	-1	-0.4	6	-6	-1
Cc1cc(N2CCOCC2)ccc1/C=C1\NC(=O)N(Cc2ccccc2F)C1=O	-46	6	3	10	-5	2.0	-4	10	3
O=C(NCc1cccnc1)C1COc2ccccc2O1 (stereo not given)	20	.	0	2	2	0.1	.	-9	8
CC(=O)c1c(C)[nH]c(C(=O)OCC(=O)Nc2sc3c(c2C#N)CCC(C)C3)c1C (stereo not given)	-11	6	-4	26	-16	-0.1	-1	-46	-12
Cc1cccc(-n2c(Cc3ccccc3)nnc2SCC(=O)N2CCOCC2)c1	12	16	1	1	-5	0.6	-8	-62	-13[fluorescence artefact?]
O=C(N/N=C/c1cccs1)c1n[nH]c2c1CCCC2	-20	6	-2	21	-44	49	10	18	-1
Cc1nn(-c2cccc3cccnc23)c(=O)c2ccccc12	8	15	2	0	-7	-0.6	-2	-34	7
N#C/C(=C/c1ccc(N2CCCCCC2)o1)c1ccc(F)cc1	-44	15	15	-2	-14	1.4	-142	16	-1
CCOC(=O)c1[nH]c(C)c(C(=O)N2CCN(C(=O)c3ccco3)CC2)c1C	10	5	2	0	1	0.1	4	-10	9
Cn1c(SCC(=O)NC(=O)Nc2ccccc2)nnc1-c1ccncc1	-23	3	-7	7	25	0.9	12	5	0
COc1cccc(OCCSc2nc(C)c(Cc3ccccc3)c(=O)[nH]2)c1	56	12	1	21	-5	13	11	5	-4
CCOC(=O)c1cc2c(C(F)(F)F)cc(-c3cccnc3)nc2o1	23	11	7	2	32	-0.3	-10	-122	-4
Cc1cc(C(=O)NCc2ccccc2Cl)n(-c2ccccc2)n1	-26	4	-5	23	-7	0.2	10	-13	-2
Cc1ccc(Nc2nnc(-c3ccncc3)s2)c(Br)c1	-22	8	4	6	-15	-1.2	-11	16	5
Cc1cc(O)c(-c2ccno2)cc1Cl	-43	6	-2	2	-7	0.7	-40	-28	-12

5 compounds picked at random from those above:
SMILES	EP2 modulator	PGE2 EP2 inh	eIF4E-4G inh	Hck Nef HTS	TbHK1 inh	L929 necroptosis	Rad51 HR inh	m-calpain inh	14-3-3 Bad inh
CCOC(=O)c1cc2c(C(F)(F)F)cc(-c3cccnc3)nc2o1	23	11	7	2	32	-0.3	-10	-122	-4
CCOC(=O)n1c(=O)n(Cc2ccc(Cl)cc2Cl)c2ccccc21	60	13	5	0	8	0.5	-2	31	0
Cn1c(SCC(=O)NC(=O)Nc2ccccc2)nnc1-c1ccncc1	-23	3	-7	7	25	0.9	12	5	0
Cc1cc(C(=O)NCc2ccccc2Cl)n(-c2ccccc2)n1	-26	4	-5	23	-7	0.2	10	-13	-2
CN(C)C(=O)C1Cc2ccccc2CN1S(=O)(=O)c1cccs1 (stereo not given)	2	6	-3	-16	13	-0.7	-10	14	-1

More results follow:
SMILES	EP2 modulator	PGE2 EP2 inh	eIF4E-4G inh	Hck Nef HTS	TbHK1 inh	L929 necroptosis	Rad51 HR inh	m-calpain inh	14-3-3 Bad inh
COCCN1C=C(C(=O)OC)C(c2ccccc2Cl)C(C(=O)OC)=C1	51	3	-2	153*	-1	1.0	7	i	-8
COc1ccc2o/c(=N\O)c(C(=O)Nc3ccccc3OC)cc2c1	-20	31	-6	7	15	-0.2	11	-26	4
CN(C)/C=C/C1=C([N+](=O)[O-])C(c2cccc([N+](=O)[O-])c2)NC(=O)N1 (stereo not given)	-2	4	-6	32	-25	0.3	7	-26	1
COc1ccc(C2=CC(c3cccc(OC)c3)n3nnnc3N2)cc1 (stereo not given)	10	2	0	3	-3	-0.2	-16	6	-12
Cc1ccc(NC(=O)C2CC(=O)N/C(=N/N=C/c3ccco3)S2)cc1 (stereo not given)	10	6	6[fluorescence artefact?]	2	-16	0.9	3	-13	-1
Cn1c(SCC(=O)C(C)(C)C)nnc1-c1ccccn1	24	6	2	5	-2	-0.3	2	-38	-10[fluorescence artefact?]
COc1cc(CN2CCC(CO)(CCOc3ccccc3)CC2)cc(OC)c1	-23	7	-4	13	11	-0.7	19	7	4
Nc1nc(F)cc(NCc2ccccc2)n1	-33	4	-2	30	-2	1.3	-29	-7	-10
Brc1cccc(CNCc2cccs2)c1	17	9	-2	5	-2	-0.1	.	-6	12
COc1ccc(-n2c(Cc3cccn3C)nnc2SCC(=O)N2CCCc3ccccc32)cc1	19	10	-15	0	-3	-0.2	-2	-111	-9
O=C(O)c1ccccc1SCC(=O)N1CCCCC1	-3	11	-2	0	1	-0.2	-12	16	0
CCCOC(=O)Oc1ccc2c(=O)c(Oc3cc(C)cc(C)c3)coc2c1	-5	11	5[fluorescence artefact?]	6	24	1.5	-6	-343	31[fluorescence artefact?]
Cc1cccc(NC(=O)CSc2nnc(Cn3nnc(-c4ccccc4)n3)n2-c2ccccc2)c1	23	7	0	2	-1	0.3	-3	-22	1
CCOC(=O)CN(C(=O)CSc1nnc(-c2ccc(OC)c(OC)c2)o1)c1ccccc1	-7	8	-22[fluorescence artefact?]	2	-1	1.5	-2	24	24[fluorescence artefact?]
O=C(c1cccnc1)N1CCN(C(=O)c2ccccc2F)CC1	29	12	-4	1	1	-0.1	-1	5	24[fluorescence artefact?]
CC(=O)Oc1ccc(-n2c(=O)c3ccccc3c3ccccc3c2=O)cc1	-40	7	4	21	-5	0.5	.	18	1
Cc1c(Cl)cccc1N=c1c([N+](=O)[O-])nn(-c2ccccc2)n1O	14	2	3	0	-15	-1.1	-6	41	-8[fluorescence artefact?]
CCOC(=O)c1cc(=O)n(-c2ccc(Cl)cc2C)[nH]1	16	5	-1	3	37	0.9	-2	8	-19
Cc1ccc(Sc2ccc(NC(=O)CCl)cc2)cc1C	-27	17	5	1	32	0.9	0	41	17
O=[N+]([O-])c1ccc(/C=N/NC(=S)Nc2ccc(Cl)cc2Cl)s1	9	8	-6	47	-9	-0.8	3	-3	22
COc1ccc(S(=O)(=O)N2CCCC(C(=O)Nc3cccc(C(C)=O)c3)C2)cc1 (stereo not given)	-7	12	-6	0	-3	0.0	-5	-2	8
COCCn1c(SCC(=O)NCC2CCCO2)nc2c(c1=O)SC(C)C2 (stereo not given)	11	15	-2	1	-22	0.6	5	-8	-2
CCN(CC)S(=O)(=O)c1ccc(Cl)c(NC(=O)COc2ccc(OC)cc2)c1	13	9	-1	11	-4	1.8	0	-23	-9
NC(=O)C1CCN(C(=O)c2cnn(-c3ccccc3)c2NC(=O)c2ccco2)CC1	-3	17	3	3	2	-0.1	.	-12	6
Cc1ccc(OCCCC(=O)Nc2ccc(N3CCOCC3)cc2)cc1	3	16	1	0	5	-0.5	5	5	-2
Cc1ccc(S(=O)(=O)NCc2ccco2)c(C)c1C	23	13	-7	2	7	0.0	18	7	-20
Cc1cc(C)c(N=Cc2c(O)n(-c3nccs3)c(=O)c3ccccc23)c(C)c1	18	6	-5	0	-8	0.7	4	-51	-2
CN(CC(=O)NCc1ccc(F)cc1)S(=O)(=O)c1cccc2nsnc12	27	5	0	-1	-10	1.6	0	7	-3[fluorescence artefact?]
O=C(C1CCCCC1)N1CCCC(c2nc(-c3ccc(F)cc3)no2)C1 (stereo not given)	9&34	7&12	-14	-1	-1	-0.5	-1	-12	-5
CC(=O)N(C)c1ccc(NC(=O)C(Sc2ccccc2)c2ccccc2)cc1 (stereo not given)	-10	8	3	-3	-7	-0.3	-11	5	-1
COC(=O)c1cn(Cc2ccccc2C)nn1	-4	1	7	-1	0	0.1	21	13	0
CC(=O)c1c(O)cc(C)n(Nc2nc(C)cc(C)n2)c1=O	31	3	-3	1	-1	0.5	-2	26	-6
Cc1ccc(-n2cc(C(=O)c3ccccc3O)cn2)cc1	7	.	0	1	2	-0.2	.	-25	-5
CCSC1=C(C#N)C2(CCCCC2)C(C#N)C(=O)N1 (stereo not given)	32	6	-3	3	-12	0.0	3	-8	6[fluorescence artefact?]
O=S(=O)(N/N=C1/CC(c2ccccc2)Oc2ccccc21)c1ccc(Br)cc1 (stereo not given)	26	5	0	12	-17	0.1	12	-55	-4
Cc1nc(C(=O)O)nn1-c1ccc([N+](=O)[O-])cc1	31	5	2	-4	-5	-0.2	17	-3	2
CCOC(=O)CCSc1cc(C)c2ccccc2n1	30	3	-2	17	-2	0.4	.	28	-6
N#C/C(=C\c1c(N2CCC(C(N)=O)CC2)nc2ccccn2c1=O)S(=O)(=O)c1ccc(Cl)cc1	-11	11	-1	-1	-24	-0.9	-15	11	-13
COc1ccc(CCN2C(=O)CC(NNc3ccc([N+](=O)[O-])cc3)C2=O)cc1OC (stereo not given)	-44	2	1	24	-5	0.2	-10	20	-5
OC1CCCN(CC(O)c2ccccc2)C1 (stereo not given)	26	9	0	-3	1	-0.6	15	-11	-1
O=C(NCC(=O)N(c1cnc2ccccc2c1)C(C(=O)NC1CCCC1)c1ccncc1)c1ccco1 (stereo not given)	26	.	-2	1	1	0.5	.	13	-3
COc1ccc(C2C(C(=O)N3CCCC3)c3cc(OC)c(OC)cc3C(=O)N2C)cc1 (stereo not given)	4	10	-2[fluorescence artefact?]	-1	-7	1.0	2	-20	0
Fc1ccc(-c2cn(-c3ccccc3)c3[n+]2CCS3)cc1	5	15	-3	14	-2	-0.4	.	-13	-12
CC(=O)C1=C(O)C(=O)N(C)C1c1ccccc1F (stereo not given)	12	12	4	-2	-28	2.5	3	13	68
Cc1ccccc1CC1(CO)CCCN(Cc2c(C)nn(C)c2Cl)C1 (stereo not given)	-21	10	2	15	-3	-0.1	8	-4	-4
Cc1cc(C)n(-c2cc(N3CCN(S(=O)(=O)c4ccc(Br)cc4)CC3)ccc2[N+](=O)[O-])n1	-4	2	1	1	-13	0.0	12	-54	-5
CC(C)NS(=O)(=O)c1ccc(OCC(=O)NCc2ccccc2)cc1	-4	23	-5	-4	38	-0.7	.	0	1
Cc1nc2ccccn2c1C(=O)N/N=C/c1ccc([N+](=O)[O-])o1	-26	7	8	27	-18	4.1	-23	-75	8
CCCn1cnc2sc(C(N)=O)c(C)c2c1=O	2	8	.	0	-5	0.1	-5	-8	.
CCc1c(C)c(C#N)c2nc3ccccc3n2c1-n1nc(C)cc1C	11	11	2	0	-11	.	.	-59	5
CC(=O)Nc1ccc(S(=O)(=O)NCCSc2ccccn2)cc1	3	10	47*[fluorescence artefact?]	0	1	1.5	-1	36	39[fluorescence artefact?]
CN1C[C@@H]2C(c3ccc(C(F)(F)F)cc3)C3(c4ccc(C#N)cc4)CC2(C3)[C@H]1c1ccccc1 (stereo not given in full)	10	10	-6	25	6	0.9	3	6	-1

Screening results deposited in PubChem BioAssay by several laboratories.
